Source: PubChem (Sanford-Burnham Center for Chemical Genomics)
MPTP inh – blocks calcium-induced mitochondrial swelling; 1.4% of 360,000 active; inhibition, % at 10 µM; isolated mouse mitochondria, Ca2+ swelling absorbance, 30 min;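 active = inhibition of 50% or more, scaled per plate between neutral and stimulator controls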;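 note: 0% = DMSO wells given calcium and 100% = 1 mM EGTA wells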
PfG6PD inh – PfG6PD (Plasmodium falciparum) enzyme inhibition. PfGluPho enzyme, NADPH resazurin-diaphorase fluorescence. inhibition, % at 20 µM. 0.78% of 350,000 active;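 active = inhibition reaching at least a set limit at 20 µM in the primary screen, cut at about 59% in these data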;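 note: 0% = DMSO wells with substrate and 100% = DMSO wells lacking glucose-6-phosphate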
ATG4B inhibitor – blocks human ATG4B protease cleavage of LC3 substrate; 0.51% of 340,000 active; Q9Y4P1; inhibition, % at 8.33 µM; ATG4B cleavage of LC3-PLA2, NBD-HPC fluorescence, 1 h; AID 504462; in the data active = inhibition above about 40%
hIAP act – increases human intestinal alkaline phosphatase activity. P09923. 0.16% of 330,000 active. activation factor at 10 µM. purified human IAP, CDP-Star luminescence, 30 min; stronger effect = higher value; 1 = vehicle-only enzyme, 0 = enzyme-free background;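 active = activation factor of the enzyme at least 2-fold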; note: the source names both 10 and 20 µM as test concentration; values of inactives mirror those of a sister screen read the other way
Target sequence (P09923 whole entry, looked up): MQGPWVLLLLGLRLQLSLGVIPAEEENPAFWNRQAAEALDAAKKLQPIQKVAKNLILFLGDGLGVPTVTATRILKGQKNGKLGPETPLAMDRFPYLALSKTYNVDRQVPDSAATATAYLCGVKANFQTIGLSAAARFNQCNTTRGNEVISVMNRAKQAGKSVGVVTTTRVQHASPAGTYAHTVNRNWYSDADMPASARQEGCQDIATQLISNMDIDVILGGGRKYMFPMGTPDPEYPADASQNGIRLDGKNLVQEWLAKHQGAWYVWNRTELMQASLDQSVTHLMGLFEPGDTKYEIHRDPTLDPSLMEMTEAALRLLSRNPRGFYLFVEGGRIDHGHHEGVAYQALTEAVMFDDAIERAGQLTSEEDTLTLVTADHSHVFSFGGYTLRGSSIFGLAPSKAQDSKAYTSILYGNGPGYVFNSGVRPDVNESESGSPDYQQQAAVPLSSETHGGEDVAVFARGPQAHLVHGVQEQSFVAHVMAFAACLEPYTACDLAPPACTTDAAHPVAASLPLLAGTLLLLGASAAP
SENP6 inh – inhibitors of human SENP6 protease. Recombinant SENP6 catalytic domain, aminoluciferin luminescence. inhibition, % at 10 µM. Q9GZR1. 1.8% of 330,000 active;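 active = inhibition above about 50% at the single tested dose, limit read from the data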;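 note: plate controls were DMSO wells with enzyme for no effect and DMSO wells lacking enzyme for full effect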
GRIN3A LBD mod – NR3A (human) ligand-binding domain modulation. NR3A LBD differential scanning fluorimetry, Tm shift; 0% = protein alone, 100% = glycine-bound protein. 2.5% of 340,000 active. Tm shift relative to glycine control, % at 25 µM;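 active = melting temperature shift of at least 10% of the positive control shift, at one fixed dose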
SENP8 inh – inhibitors of human SENP8 protease; recombinant SENP8, Nedd8 substrate fluorescence; inhibition, % at 20 µM; 0.64% of 360,000 active; in the data active = inhibition mostly above about 40%, no sharp cut-off; inactive = mostly below about 27%
Target sequence (Q96LD8 whole entry, looked up): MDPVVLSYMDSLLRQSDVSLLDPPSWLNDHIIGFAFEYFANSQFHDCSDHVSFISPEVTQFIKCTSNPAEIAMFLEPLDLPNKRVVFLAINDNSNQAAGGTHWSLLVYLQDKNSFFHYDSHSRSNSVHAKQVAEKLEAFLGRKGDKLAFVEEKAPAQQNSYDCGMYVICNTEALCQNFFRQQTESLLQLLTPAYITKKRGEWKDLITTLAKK
SENP1 inh – blocks the human SENP1 SUMO protease catalytic domain | Q9P0U3 | recombinant SENP1 catalytic domain, CyPet-SUMO1-YPet FRET cleavage | inhibition, % at 10 µM | 0.21% of 360,000 active | AID 624204;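 active = inhibition at least 30% at 10 µM, raw YFP signal under a set limit, fluorescence ratio 0.5 to 1.5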;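 note: 0% = enzyme with DMSO and 100% = no enzyme wells; some results filed as inactive read as strong as hits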
Target sequence (Q9P0U3 419-644 limits assumed): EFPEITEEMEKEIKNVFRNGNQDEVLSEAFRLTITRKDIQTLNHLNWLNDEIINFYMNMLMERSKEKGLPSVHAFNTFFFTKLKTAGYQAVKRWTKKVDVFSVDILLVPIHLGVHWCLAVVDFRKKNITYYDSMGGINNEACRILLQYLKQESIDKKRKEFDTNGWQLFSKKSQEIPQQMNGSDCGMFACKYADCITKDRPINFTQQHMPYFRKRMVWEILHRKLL
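Material: hSENP1 catalytic domain, recombinant; medium: Tris pH 8 with BME, BSA, NP40 and catalase; compound: single concentration of 10 µM compound, 0.5% DMSO final; technique: FRET read of cyan and yellow fluorescence; timing: 50 min enzyme reaction, room temperature, light-protected; reagent: SFCypet-SUMO1-SFYpet substrate at 25 nM; control set: no-enzyme low, enzyme-DMSO high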
* marks the source's active call; other numbers are inactive results; . = no result given. The order is random. Share with any hit: about 6.7%.

SMILES	MPTP inh	PfG6PD inh	ATG4B inhibitor	hIAP act	SENP6 inh	GRIN3A LBD mod	SENP8 inh	SENP1 inh
CC(=O)Oc1ccc(Oc2ccc(-c3noc(C)n3)cc2)cc1	9.9	-7	5	1.1	-5	1	12	0
COc1nc(OCCNS(=O)(=O)c2ccc(C)cc2)nc(N(C)C)n1	0.3	-7	5	0.9	-17	-2	26	3
Clc1ccccc1CSc1ncccn1	-0.9	-7	10	0.91	-10	2	7	0
CCOc1ccc(S(=O)(=O)n2nc(C)cc2C)c2ccccc12	0.6	2	1	0.99	7	5	6	0
COc1ccc(CCN(C)C(=O)CNC(=O)c2ccc3c(c2)OCO3)cc1OC	-0.6	-12	6	1	-12	-1	2	1
COCCN(C(=O)COC(=O)CSc1cc(C)ccc1C)c1c(N)n(Cc2ccccc2)c(=O)[nH]c1=O	0.3	11	.	.	.	.	6	1
CCN(CC)C(=O)C1CCN(S(=O)(=O)c2ccc(-n3cnnn3)cc2)CC1	1.2	-7	-1	0.94	14	-1	7	1
O=C(Nc1nc(-c2ccc(Cl)cc2Cl)cs1)c1ccc(OCC2CCCO2)cc1 (stereo not drawn)	3.7	7	-10	1.1	-2	-4	9	4
CSCCC(NC(=O)c1ccccc1)C(=O)Nc1ccncc1 (stereo not drawn)	-0.5	-16	0	0.98	1	1	-2	1
CCOC(=O)Nc1cccnc1Sc1ccc(Cl)cc1	1.5	26	-4	1.1	12	0	-7	-4
Nc1nnc(C(c2ccccc2)c2ccccc2)s1	1.4	-2	2	1.2	-2	3	16	3
COc1cc2c(cc1OC)CN(C(=O)C1CCN(S(=O)(=O)c3ccccc3F)CC1)CC2	2.5	-8	-1	1.3	-15	-2	8	0
COc1ccc(CNc2nc(S(=O)(=O)c3ccccc3)c(Cl)s2)cc1OC	82*	0	-6	1	-12	-19	31	2
CCN(C(=O)COC(=O)/C=C/c1c(C)nn(-c2ccccc2)c1C)C1CCS(=O)(=O)C1 (stereo not drawn)	0.9	-13	3	1	-28	2	8	1
Cc1nnc(NC(=O)C2CCCCC2)s1	0.1	-19	1	1	-2	-3	5	0
O=C(Cc1ccccc1)Nc1ccc(NC(=O)c2ccco2)nc1	0.3	-24	3	0.71	-10	2	7	-1
C=C(C)c1cccc(C(C)(C)NC(=O)N2CCN(C)CC2)c1	2.1	-3	-13	1.1	-14	-3	11	-1
CSc1ncc(C(=O)Nc2cccc(C)c2C)c(C)n1	-0.4	3	-2	1.1	7	-1	-13	-2
CCOC(=O)c1ccccc1NC(=O)COC(=O)CCC1CCCC1	-2.6	11	-9	0.88	5	4	-6	1
Cc1cccc(N2C(=O)CC(N3CCN(Cc4ccc(Cl)cc4)CC3)C2=O)c1 (stereo not drawn)	-0.4	5	-4	1.2	-8	0	26	1
Cc1ccccc1S(=O)(=O)NC1=NCCCCC1	3.0	-3	-5	0.94	-25	-5	17	1
Cc1ccc2nc(Nc3ccc4[nH]c(=O)[nH]c4c3)c(-n3nc(C)cc3C)nc2c1	6.7	-4	14	1	-13	-12	3	-28
CCOC(=O)c1ccc(NC(=O)CCSCCc2ccccn2)cc1	1.0	10	3	1.1	10	-1	10	-1
Cc1cccc(/C=N/NC(=O)c2ccc(Br)cc2)c1	7.8	36	-11	0.93	26	-18	15	1
COc1ccc(N2CCN(C(=O)c3cccc(Cn4cc(Cl)cn4)c3)CC2)cc1	-0.5	4	-10	0.95	-18	0	20	3
Cc1ccccc1Nc1nc(N)nc(CSc2nnc(C)n2C)n1	0.5	-8	0	0.94	11	1	4	0
CCCC1=NCCn2cccc21	-12	-8	1	0.82	-6	0	-97	-36
Cc1cc(Br)cc2cn[nH]c12	-0.4	4	-4	1	-6	-1	0	7
CCCC(=O)Nc1nnc(SCC(=O)NCc2ccco2)s1	-6.3	1	-1	0.9	-16	0	-2	1
COc1ccc(CCNS(=O)(=O)c2cccc([N+](=O)[O-])c2)cc1OC	0.3	-8	4	1.2	0	-1	6	2
Cc1ccc(NC(=O)CSc2nc3ccccc3c(=O)n2CC2CCCO2)cc1 (stereo not drawn)	-0.6	11	6	0.82	-9	0	5	1
O=C(Cn1c(=O)sc2ccccc21)Nc1ccc2c(c1)OCCO2	-1.6	-7	1	0.91	-3	0	5	0
CN=C(Cc1ccccc1)C1=C(O)CC(C)(C)CC1=O	-1.5	-11	4	1.1	-7	1	15	3
Cc1ccc(NC(=S)Nc2ccc(F)cc2)cc1C	2.6	-12	-5	1.1	-2	-12	28	1
COc1ccc(NC(=O)c2cc([N+](=O)[O-])ccc2NC(=O)CNCc2ccccn2)c(OC)c1	0.3	30	-14	1.3	22	-1	25	0
CCOC(=O)CC(NC(=O)Cc1cccs1)c1ccccc1Cl (stereo not drawn)	1.3	2	3	1.2	1	-1	5	-7
O=C(CN1CCc2ccccc2C1)NCc1ccco1	3.7	-13	0	1.1	-6	-2	30	-11
CCN(CC(O)COCc1ccc(Cl)cc1)C1CCCCC1 (stereo not drawn)	-1.3	-8	11	1.1	-14	-1	12	2
CCOc1ccc(N(CC(=O)NC2CCC(C)CC2)S(=O)(=O)c2c(C)noc2C)cc1 (stereo not drawn)	-0.9	-11	11	1.2	-3	0	-1	4
Cc1ccc(C(=O)CC2(O)C(=O)N(Cc3ccccc3)c3ccccc32)o1 (stereo not drawn)	-1.4	10	0	1	-16	0	-5	-1
NC(=O)C[C@@H]1NC(=O)[C@H](CCC(=O)O)NC(=O)c2cc([N+](=O)[O-])cc(I)c2OCC[C@@H](C(N)=O)NC1=O	-1.1	-13	-3	0.88	-8	-7	24	2
Cc1cc(C)c(CNC(=O)c2cc(C3CC3)nc3c2cnn3C(C)C)c(=O)[nH]1	-0.7	14	-1	0.95	-18	-1	-78	-1
O=C(Nc1ccccc1)Nc1c(F)cccc1F	-0.1	-11	3	1.1	4	-1	-9	2
CCC(CC)C(=O)Nc1cc(OC)c(OC)cc1C(=O)O	8.0	13	2	1.1	4	-2	11	2
CC(C)CCOC(=O)/C(=C/c1ccco1)NC(=O)/C=C/c1ccccc1	3.3	0	27	0.94	0	-4	14	-3
O=c1c2ccccc2nnn1CSc1nnc2ccccn12	0.3	7	-10	1.1	-23	0	12	0
C=CCn1c(-c2cccn(Cc3cccc(Cl)c3)c2=O)n[nH]c1=S	-0.6	22	13	1	-4	1	-262	2
Cc1ncsc1CCSc1nc2ccccc2c(=O)n1C	3.4	3	-4	0.85	-28	-2	12	1
CNC(=O)c1ccc(Oc2ccc(C(=O)NC)cc2)cc1	-0.8	-3	-7	0.91	-8	-1	18	2
CNCC(=O)N1CCN(c2ncc(C(F)(F)F)cc2Cl)CC1	-0.5	1	-7	1	-2	-1	11	6
Cc1ccc(NS(=O)(=O)c2ccc3c(c2)oc(=O)n3C)cc1F	0.2	-24	-8	1.1	-2	3	4	-3
CC(C)(C)NC(=S)Nc1ccc(Nc2ccccc2)cc1	7.9	8	9	0.92	32	3	9	1
O=S(=O)(Nc1ccc2nc(N3CCOCC3)sc2c1)c1ccc(Cl)cc1	-0.6	-3	-7	1.2	-26	-6	-19	-4
Cc1cc(S(=O)(=O)Nc2ccccc2C(=O)O)ccc1Cl	13	-11	-2	0.98	-9	-6	11	2
CCCc1cc(=O)[nH]c(SCC(=O)c2cc(C)n(-c3c(C)n(C)n(-c4ccccc4)c3=O)c2C)n1	-1.6	-6	-2	1.1	-16	2	2	4
Cc1cc(C)c2nc(NCCCNC(=S)NCCCN(C)C)c(C#N)cc2c1	0.0	11	5	1.2	-13	-17	-369	-40
CCSc1nnc(NC(=O)c2cccc(S(=O)(=O)N(C)c3ccccc3)c2)s1	43	-28	-10	1	-1	-20	-27	0
CCOC(=O)c1ccc(NC(=O)CCS(=O)(=O)c2ccc(Br)s2)cc1	8.4	5	-12	0.96	-6	-5	10	-2
CCN1C(=O)[C@H]2[C@@H](c3ccc(C(F)(F)F)cc3)N[C@]3(CCCN(Cc4ccc(Br)cc4)C3=O)[C@H]2C1=O	-0.3	16	.	.	.	.	4	-1
CNC(=O)c1cc(Cl)c(OC)c(OC)c1	0.4	41	-4	1.1	-3	0	22	0

The listing continues.
SMILES	MPTP inh	PfG6PD inh	ATG4B inhibitor	hIAP act	SENP6 inh	GRIN3A LBD mod	SENP8 inh	SENP1 inh
CCN(C[C@H]1N[C@@](Cc2ccccc2)(C(=O)OC)[C@H]2C(=O)N(Cc3ccccc3)C(=O)[C@@H]12)S(=O)(=O)c1ccc(C(C)(C)C)cc1	0.6	17	6	1	-4	2	5	0
C=CCN1C=CC(=O)[C@@H](OC(=O)Nc2ccc(Br)cc2)[C@H]1c1ccccc1Br	-1.4	13	.	.	.	-15	-41	0
Cc1cccc(NS(=O)(=O)c2cc(C(=O)NCc3ccccn3)ccc2C)c1	0.1	14	-1	0.92	2	1	17	0
COc1ccc(OC)c(S(=O)(=O)N(C(C)=O)c2ccc3oc(=O)sc3c2)c1	-0.2	-7	5	0.75	-3	1	9	1
O=C(NN1CCN(Cc2ccccc2Cl)CC1)c1ccc(Br)cc1	0.6	2	-2	1.1	-3	0	4	1
O=C1NCCCCC1NC1CC(=O)N(c2ccccc2)C1=O (stereo not drawn)	-1.4	2	-6	0.96	0	-1	24	-2
O=C1CCCc2nc3c(cc21)C(O)Oc1ccccc1-3 (stereo not drawn)	0.3	2	-9	0.89	-23	-1	-431	-2
CCSC1=NCCN1C(=O)Cc1ccc(-c2ccccc2)cc1	-1.0	11	-7	1	-7	0	0	0

Among those listed so far, these contain an aryl methoxy group.
SMILES	MPTP inh	PfG6PD inh	ATG4B inhibitor	hIAP act	SENP6 inh	GRIN3A LBD mod	SENP8 inh	SENP1 inh
COc1nc(OCCNS(=O)(=O)c2ccc(C)cc2)nc(N(C)C)n1	0.3	-7	5	0.9	-17	-2	26	3
COc1ccc(CCN(C)C(=O)CNC(=O)c2ccc3c(c2)OCO3)cc1OC	-0.6	-12	6	1	-12	-1	2	1
COc1cc2c(cc1OC)CN(C(=O)C1CCN(S(=O)(=O)c3ccccc3F)CC1)CC2	2.5	-8	-1	1.3	-15	-2	8	0
COc1ccc(CNc2nc(S(=O)(=O)c3ccccc3)c(Cl)s2)cc1OC	82*	0	-6	1	-12	-19	31	2
COc1ccc(N2CCN(C(=O)c3cccc(Cn4cc(Cl)cn4)c3)CC2)cc1	-0.5	4	-10	0.95	-18	0	20	3
COc1ccc(CCNS(=O)(=O)c2cccc([N+](=O)[O-])c2)cc1OC	0.3	-8	4	1.2	0	-1	6	2
COc1ccc(NC(=O)c2cc([N+](=O)[O-])ccc2NC(=O)CNCc2ccccn2)c(OC)c1	0.3	30	-14	1.3	22	-1	25	0
CCC(CC)C(=O)Nc1cc(OC)c(OC)cc1C(=O)O	8.0	13	2	1.1	4	-2	11	2
CNC(=O)c1cc(Cl)c(OC)c(OC)c1	0.4	41	-4	1.1	-3	0	22	0
COc1ccc(OC)c(S(=O)(=O)N(C(C)=O)c2ccc3oc(=O)sc3c2)c1	-0.2	-7	5	0.75	-3	1	9	1
